SENP8 block-1: inhibitors of human SENP8 protease; purified SENP8, Z-RLRGG-aminoluciferin cleavage, luminescence; AID 2540; hit rate 1.2% among 330,000; inhibition, % at 10 µM; in the data active = inhibition above about 50%
SENP7 inh: SENP7 protease inhibition; recombinant SENP7, Z-RLRGG-aminoluciferin luminescence, 40 min; inhibition, % at 5 µM; hit rate 1.5% among 330,000; AID 434973;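 active = inhibition above about 50% at the single test dose, limit read from the data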;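 note: plate controls were DMSO with enzyme for no effect and no enzyme buffer wells for full effect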
Target sequence (Q9BQF6 706-1050 limits assumed): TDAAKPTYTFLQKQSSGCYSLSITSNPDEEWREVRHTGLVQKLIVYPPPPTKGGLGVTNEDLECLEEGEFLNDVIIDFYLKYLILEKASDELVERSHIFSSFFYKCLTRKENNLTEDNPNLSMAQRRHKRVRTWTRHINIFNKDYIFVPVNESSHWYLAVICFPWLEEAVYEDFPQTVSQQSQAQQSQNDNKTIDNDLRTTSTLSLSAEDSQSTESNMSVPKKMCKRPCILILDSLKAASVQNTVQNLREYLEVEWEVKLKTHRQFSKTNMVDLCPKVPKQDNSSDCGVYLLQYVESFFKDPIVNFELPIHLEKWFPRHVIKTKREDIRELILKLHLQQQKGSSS
SENP8 block-2: inhibitors of human SENP8 protease. recombinant SENP8, Nedd8 substrate fluorescence. inhibition, % at 20 µM. hit rate 0.64% among 360,000. AID 602440; in the data active = inhibition mostly above about 40%, no sharp cut-off; inactive = mostly below about 27%
SENP6 block: blocks the human protease SENP6. Recombinant SENP6 catalytic domain, aminoluciferin luminescence. inhibition, % at 10 µM. hit rate 1.8% among 330,000. AID 2599;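 active = inhibition above about 50% at the single tested dose, limit read from the data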;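 note: plate controls were DMSO wells with enzyme for no effect and DMSO wells lacking enzyme for full effect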
Target sequence (Q9GZR1 628-1112 limits assumed): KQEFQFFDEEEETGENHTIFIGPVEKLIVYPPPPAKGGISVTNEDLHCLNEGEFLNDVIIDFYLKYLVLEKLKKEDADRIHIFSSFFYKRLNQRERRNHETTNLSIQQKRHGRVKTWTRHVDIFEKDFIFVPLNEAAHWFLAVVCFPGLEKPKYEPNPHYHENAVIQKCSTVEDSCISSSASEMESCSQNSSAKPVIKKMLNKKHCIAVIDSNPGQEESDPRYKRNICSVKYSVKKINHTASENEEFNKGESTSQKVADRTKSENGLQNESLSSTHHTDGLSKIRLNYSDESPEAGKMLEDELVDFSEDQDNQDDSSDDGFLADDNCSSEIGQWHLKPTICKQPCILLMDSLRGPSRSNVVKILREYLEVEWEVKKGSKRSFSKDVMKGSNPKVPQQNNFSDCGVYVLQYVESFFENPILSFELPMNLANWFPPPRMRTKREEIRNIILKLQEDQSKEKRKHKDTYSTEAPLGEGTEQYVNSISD
SENP1 FRET inh: blocks the human SENP1 SUMO protease catalytic domain; recombinant SENP1 catalytic domain, CyPet-SUMO1-YPet FRET cleavage; inhibition, % at 10 µM; hit rate 0.21% among 360,000; AID 624204;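 active = inhibition at least 30% at 10 µM, raw YFP signal under a set limit, fluorescence ratio 0.5 to 1.5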;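 note: 0% = enzyme with DMSO and 100% = no enzyme wells; some results filed as inactive read as strong as hits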
Target sequence (Q9P0U3 419-644 limits assumed): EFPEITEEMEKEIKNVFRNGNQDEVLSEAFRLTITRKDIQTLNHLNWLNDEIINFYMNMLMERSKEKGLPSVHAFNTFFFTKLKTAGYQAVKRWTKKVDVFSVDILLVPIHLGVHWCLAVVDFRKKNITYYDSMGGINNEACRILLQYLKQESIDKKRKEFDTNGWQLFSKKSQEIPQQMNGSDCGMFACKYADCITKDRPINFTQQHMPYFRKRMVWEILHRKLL
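system = hSENP1 catalytic domain, recombinant | reagent = SFCypet-SUMO1-SFYpet substrate at 25 nM | doses = one dose per compound, 10 µM, 0.5% DMSO | incubation = enzyme reaction for 50 min at room temperature, dark | measured by = FRET, CFP and YFP emission | controls = no-enzyme low, enzyme-DMSO high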
UBC13 inh: human UBC13 polyubiquitination inhibition | hit rate 0.47% among 330,000 | UBC13 polyubiquitin chain formation, TR-FRET | inhibition, % at 20 µM | AID 485273 | P61088; in the data active = inhibition above about 45%, passing the limit was not always enough; inconclusive = no clear call, values can overlap the other calls
Apaf-1 inh: inhibitors of human Apaf-1 apoptosome | reconstituted apoptosome caspase-3 activity, DEVD-Rh110 fluorescence | inhibition, % at 20 µM | hit rate 0.71% among 330,000 | AID 489030; active = inhibition of at least 40% at 20 µM;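 note: plate controls were DMSO wells for no effect and DEVD-CHO caspase inhibitor wells for full effect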
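Material: cell-free apoptosome with Apaf-1, procaspase-3 and caspase-9; Buffer or medium: Hepes pH 7.5 with detergent and BSA; Reagent: cytochrome c trigger plus (Z-DEVD)2-Rh110 caspase-3 substrate; Times: compound with Apaf-1, dATP, procaspase-3 30 min, then 50 min reaction, room temperature; Technique: Rh110 fluorescence intensity.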
APOBEC3G inh: inhibitors of human APOBEC3G DNA deaminase; Q9HC16; recombinant A3G, ssDNA deamination FAM/TAMRA fluorescence; inhibition, % at 20 µM; hit rate 0.28% among 330,000; AID 493012;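 active = inhibition of at least 40% at 20 µM, with no more than 30% in the related APOBEC3A deaminase screen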;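 note: plate controls were DMSO wells with A3G for no effect and wells lacking A3G enzyme for full effect; some compounds called inactive have numbers as strong as hits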
* = called active by the depositor; ? = inconclusive; nt = not tested or not shown.

SMILES	SENP8 block-1	SENP7 inh	SENP8 block-2	SENP6 block	SENP1 FRET inh	UBC13 inh	Apaf-1 inh	APOBEC3G inh
Oc1cccc(NC(=S)Nc2ccccc2)c1	1.2	5.0	4.0	7.9	3.5	9.8	-4.7	-8.4
COc1ccc(C(=O)NC(=O)COC(=O)C2CC2C)cc1 (stereo unspecified)	0.8	0.4	5.9	-4.1	0.1	2.7	-10.8	-7.1
Cc1nc(-c2cccc(Br)c2)ccc1C(=O)O	33.0	57.8*	13.2	-7.0	1.4	-5.8	0.7	-4.7
CC(=O)N(C(C)=O)c1ncc2c([nH]c3ccccc32)c1C#N	-3.1	3.3	-269.1	-22.0	0.6	9.6	-15.3	-1.8
CC(=O)N1N=C(c2ccccc2)OC12CCCC2	2.3	-2.4	-91.2	2.7	2.1	-2.8	-17.8	-7.4
Cc1ccc(SCCN2CCC(NC(=O)OCc3ccccc3)CCC2=O)cc1 (stereo unspecified)	3.1	-1.0	17.8	1.0	2.7	5.2	16.1	-6.4
CCc1noc(C)c1C(=O)NNC(=O)c1nn(CC)c(=O)c2ccccc12	-0.8	5.0	7.1	0.4	-0.9	0.3	-8.0	-4.7
Cc1ccc2nnc(Cl)n2n1	0.2	7.2	-9.2	-7.8	3.1	-2.3	10.3	4.9
Cc1ccc(S(=O)(=O)N2CCCC2C(=O)O)s1 (stereo unspecified)	4.7	11.0	20.3	4.5	0.1	-7.5	15.4	0.7
CN(C)c1ccc(P(=O)(OCc2ccccc2)C(O)c2ccncc2)cc1 (stereo unspecified)	-0.9	1.6	3.6	-3.0	0.4	6.8	-0.6	-3.0
O=C(CN1CCOCC1)NCc1cc([N+](=O)[O-])ccc1O	-9.6	-10.1	19.8	-5.1	0.4	-14.9	3.3	-4.8
Cc1c(-c2nc(-c3ccc(C(C)(C)C)cc3)no2)n(C)oc1=O	-8.8	-1.2	-198.8	-1.5	-2.2	5.2	14.3	-3.7
COc1cc2c(cc1OC)CN(Cc1ccccc1)CC2	-4.4	-8.2	-77.4	-7.9	-11.3	-6.7	1.6	-3.7
Cc1ccc(S(=O)(=O)N2CCOCC2)cc1C(=O)OCC(=O)Nc1ccc2[nH]c(=O)[nH]c2c1	0.8	-2.8	11.6	-3.7	-0.1	3.8	-18.0	-0.4
C/C(=C\c1ccccc1)CN1CCC(C(=O)N2CCC(C)CC2)CC1	-13.8	-2.9	13.2	-5.5	-0.4	-3.4	3.6	-5.2
CN(Cc1cccc(F)c1)C(=O)c1cc(S(=O)(=O)N2CCOCC2)ccc1N1CCCC1	-10.7	-6.7	-2.3	-3.6	0.5	-10.6	1.0	-2.9
COc1cc(/C=C2/SC(=S)N(c3ccccc3)C2=O)ccc1Oc1nc(N2CCOCC2)nc(N2CCOCC2)n1	-6.6	-4.0	9.3	4.7	5.9	-27.1	10.5	-5.8
O=C(CSc1ccccc1)NC1CCCCCC1	6.8	4.6	5.5	-3.8	-0.4	-2.7	9.9	13.1
CN(CC(=O)Nc1cccc(F)c1)C(=O)c1ccc(C2SCCS2)cc1	-14.6	-16.0	13.0	-5.6	5.1	3.3	13.8	-10.7
CCC(=O)OCCCCCCOc1ccc(C(=O)O)cc1	1.3	-3.9	20.2	0.2	1.6	3.7	-0.7	0.2
CC(c1ccccc1)C1CC(=O)N(Cc2ccccc2)C1=O (stereo unspecified)	0.9	1.1	10.6	-11.8	1.6	0.1	-0.7	-2.2
O=C(NCc1ccccn1)c1cn(Cc2ccccc2)nn1	-1.2	3.9	16.1	-2.2	0.3	-3.9	-1.3	0.1
CCN1CCN(CNC(=O)c2cnccn2)CC1	-11.1	-2.7	23.1	-31.5	0.9	-7.4	2.1	-3.8
COc1ccc(CC(=O)Nc2ccc(S(=O)(=O)N3CCN(C)CC3)cc2)cc1	-5.4	-1.4	25.5	-1.9	-0.3	-4.0	-2.2	-8.3
O=C1CCC([N+](=O)[O-])C(c2ccc(Cl)cc2Cl)N1 (stereo unspecified)	3.3	3.7	20.6	-4.8	2.3	0.3	-11.6	-0.7
COc1ccc(S(=O)(=O)N(C)CC(=O)Nc2cccc(C(C)=O)c2)cc1Cl	5.7	5.7	12.7	-4.9	1.0	7.2	-10.3	-1.0
COc1ccc(C(=O)N/N=C2\SCC(=O)N2Cc2ccc3c(c2)OCO3)c(OC)c1	4.6	5.3	12.3	3.3	4.0	-5.0	4.4	8.5
CN(C(=O)COc1ccc(S(=O)(=O)N2CCOCC2)cc1[N+](=O)[O-])C1CCS(=O)(=O)C1 (stereo unspecified)	-3.8	1.0	29.5	11.8	3.5	-7.2	-15.3	-2.7
C/C(=N\N=C1\NC(=O)C(CC(=O)NCc2ccccc2)S1)C(C)C (stereo unspecified)	-5.4	-3.4	7.8	-5.2	2.8	0.3	-20.0	-9.1
CC(C)c1nc2sc3c(=O)n(N)cnc3c2c2c1COC(C)(C)C2	-4.4	-1.1	-106.5	-14.0	-20.4	16.8	3.4	-0.8
CCOC(=O)c1c(N)sc(C(=O)N(C)C)c1CN1CCOCC1	-6.3	2.8	2.6	-6.5	0.6	13.1	-19.0	-6.7
COc1ccc(Cl)cc1NC(=O)COC(=O)C1CC(=O)N(Cc2ccccc2)C1 (stereo unspecified)	0.8	-2.1	1.5	-30.4	0.8	17.2	-2.7	-5.7
CC(C)Cc1ccc(C(C)C(=N)N)cc1 (stereo unspecified)	-2.4	6.4	6.3	2.0	3.2	8.4	-5.2	1.5
COc1cc(C2=NOC(C(=O)N3CCN(c4ccc(F)cc4)CC3)C2)cc(OC)c1OC (stereo unspecified)	-4.1	-4.5	0.2	3.4	1.6	-8.4	5.5	-7.4
CC(=O)Nc1nnc(CSCc2ccc(F)cc2)s1	-9.0	-4.8	20.5	-8.3	0.2	-1.6	-17.0	-0.4
Cc1cc(NCc2ccccn2)n2nc(C)c(-c3ccc(Cl)cc3)c2n1	-6.0	2.7	-426.7	-18.0	0.2	2.4	28.9	-1.3
Cn1cc(CN2CCC(n3nccc3NC(=O)CCCc3ccccc3)CC2)cn1	3.7	1.6	14.7	-1.6	-0.4	6.3	-0.6	-7.4
CC1CCC2(CC1)NC(=O)N(CC(=O)c1ccc[nH]1)C2=O (stereo unspecified)	7.2	-5.7	11.4	-12.0	0.4	3.6	-3.9	-4.3
CCc1ccc(N2C(=O)CC(Cn3nc(C)cc3C)C2=O)cc1 (stereo unspecified)	-9.4	-12.0	35.8	-32.8	1.8	-0.1	12.0	-3.5
COc1ccc(Cc2nc3ccc(C(=O)NCc4ncc(C)[nH]4)cc3o2)cc1OC	8.1	3.6	3.6	6.0	-1.3	-3.0	-1.5	-2.3
C[C@H]1NS(=O)(=O)c2ccc(Br)cc2O[C@H]1c1ccccc1	nt	8.8	4.6	nt	0.3	nt	14.6	2.4
O=C(CSc1nc2ccccc2o1)N1CCN(c2ccc(Cl)cc2)CC1	3.2	4.1	18.0	-1.0	1.1	6.6	3.1	-7.6
CC1=NNC(=O)C1C(c1ccc(Cl)cc1)C(C#N)C#N (stereo unspecified)	-6.4	0.0	5.8	-5.7	-0.1	7.5	-8.9	-4.1
COC(=O)c1ccc(N2CCCCC2)c(NS(=O)(=O)c2ccc(C)cc2)c1	-7.5	-9.1	-0.7	-33.0	1.1	-5.8	19.8	-8.6
NC(=O)CSc1nnc(-c2cccc(S(=O)(=O)N3CCOCC3)c2)n1C1CCCCCC1	6.3	-6.4	27.3	2.4	2.6	-8.9	1.3	-3.2
COc1ccc(NC(=O)CN(C)C(=O)CSCc2c(C)noc2C)cc1	-1.0	-2.5	7.4	-10.4	-0.1	-4.5	-4.3	-1.0
CCN(CC)S(=O)(=O)c1ccc(N2CCN(C)CC2)c(NC(=O)c2cc(=O)c3ccccc3o2)c1	-3.8	6.5	12.2	-26.9	-0.6	0.5	12.6	-0.4
COCCN(C(=O)CNC(=O)c1ccco1)C(C(=O)NC1CCCCC1)c1cccs1 (stereo unspecified)	-7.5	-10.1	20.7	-16.9	2.3	-8.0	0.5	-11.6
CC(C)(C)OC(=O)NCCCCCc1nnc(SCc2ccccc2)o1	5.9	-0.6	22.6	8.8	-0.7	1.2	7.3	0.1
Cc1cc(C)c(NC(=O)CS(=O)CC(=O)Nc2ccc(F)cc2F)c(C)c1 (stereo unspecified)	-8.9	-6.2	7.8	-0.4	1.8	-2.0	0.3	-7.1
COc1ccc(NC(=S)N2CCC(NC(=O)C3CCCCC3)CC2)cc1	-2.7	1.7	0.9	3.6	6.0	0.2	1.1	-5.1
COc1cccc(NC(=O)CN(C)C(=O)c2ccc(Cl)c(S(=O)(=O)N3CCCCCC3)c2)c1	0.6	-12.3	-1.3	-14.1	2.4	-7.0	20.4	-10.2
O=S(=O)(Nc1ccc(F)cc1)c1ccc(S(=O)(=O)N2CCOCC2)cc1	2.3	2.3	-0.1	9.0	0.1	0.7	-5.7	-4.8
OCCC1CN(Cc2cc3c(cc2Cl)OCO3)CCN1C1CCCC1 (stereo unspecified)	-1.3	-2.6	-1.0	-1.2	2.8	2.0	5.8	-3.4
CCOC(=O)c1cnc2ccc(OCC)cc2c1N1CCN(c2ccccc2OC)CC1	-4.7	-6.9	8.4	-15.0	0.1	10.3	29.9	-0.7
Cc1ccc(S(=O)(=O)NC(=O)Nc2cccc(S(=O)(=O)N(C)C)c2)cc1	-0.2	8.7	-2.3	-4.1	0.1	11.4	-6.2	-6.3
CCOC(=O)c1nc(Nc2ccc(OC)cc2)c2ccccc2n1	-8.6	3.2	15.8	-7.1	-0.5	0.0	5.1	2.2
Cc1cc(OC(=O)c2cc(Br)ccc2Cl)c([N+](=O)[O-])c(=O)[nH]1	4.3	-1.4	11.9	-8.0	0.5	1.7	13.4	-5.8
CCOC(=O)N1CCN(S(=O)(=O)c2ccc(F)c(C(=O)Nc3ccc(C)c(Cl)c3)c2)CC1	-5.8	6.2	21.8	3.4	2.2	-3.3	9.2	8.0
COC(=O)Nc1ccc(S(=O)(=O)N2CCC(C(=O)N3CCCCC3C)CC2)cc1 (stereo unspecified)	-11.7	-10.4	10.3	1.0	2.7	-9.5	9.8	-7.1

Remaining list, next part.
SMILES	SENP8 block-1	SENP7 inh	SENP8 block-2	SENP6 block	SENP1 FRET inh	UBC13 inh	Apaf-1 inh	APOBEC3G inh
C[n+]1ccccc1/C=C1\Sc2ccccc2N1CCO	15.3	-1.6	18.1	-7.9	-4.3	-17.1	-1.1	22.4
CSc1ccccc1OCc1cc(C(=O)N(C)Cc2nonc2C)no1	0.5	-3.1	2.3	12.5	0.6	-4.0	22.6	2.5
CCN(CC)CCCNC(=O)Cc1c(C(=O)O)n(C)c2ccccc12	-8.4	-3.8	23.6	-17.3	-0.1	-2.5	7.0	-5.0
CCn1c(=NC(=O)c2ccc(N3C(=O)CCC3=O)cc2)sc2c(OC)ccc(OC)c21	7.4	4.5	-484.1	2.4	-3.7	?	11.3	6.2
COc1ccc(NC(=O)C2CCN(S(=O)(=O)c3ccc4c(c3)CC(C)N4C(C)=O)CC2)cc1OC (stereo unspecified)	9.9	-2.0	11.3	-3.0	0.9	-0.9	-10.2	-5.3

Some entries already given, limited to SENP8 block-2 and UBC13 inh.
SMILES	SENP8 block-2	UBC13 inh
C[n+]1ccccc1/C=C1\Sc2ccccc2N1CCO	18.1	-17.1
CSc1ccccc1OCc1cc(C(=O)N(C)Cc2nonc2C)no1	2.3	-4.0
CCN(CC)CCCNC(=O)Cc1c(C(=O)O)n(C)c2ccccc12	23.6	-2.5
CCn1c(=NC(=O)c2ccc(N3C(=O)CCC3=O)cc2)sc2c(OC)ccc(OC)c21	-484.1	?

Screening data: PubChem BioAssay, Sanford-Burnham Center for Chemical Genomics
